High-throughput results (PubChem)
F-actin modifier: alters cytoskeleton assembly in HUVEC cells | HUVEC TNFa F-actin phalloidin imaging, high content | inhibition, % at 2 µM | 91,000 tested, 0.18% active;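 active means inhibition above the batch mean plus 3 SD and confirmed as a hit by visual image inspection, cut at about 30% in these data, passing the limit was not always enough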; further: strong numbers were not always called active
Smad3 inh: blocks human Smad3 binding to FoxH1 peptide; 88,000 tested, 0.29% active; TR-FRET Smad3/Dy647-FoxH1 peptide binding, europium anti-His; inhibition, % at 25 µM;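 active means compounds that reduce the energy-transfer binding signal between the protein and its labelled peptide by more than half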;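 further: 0% = Smad3 plus labelled peptide maximal FRET and 100% = peptide-only background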
Target sequence (P84022 whole entry, looked up): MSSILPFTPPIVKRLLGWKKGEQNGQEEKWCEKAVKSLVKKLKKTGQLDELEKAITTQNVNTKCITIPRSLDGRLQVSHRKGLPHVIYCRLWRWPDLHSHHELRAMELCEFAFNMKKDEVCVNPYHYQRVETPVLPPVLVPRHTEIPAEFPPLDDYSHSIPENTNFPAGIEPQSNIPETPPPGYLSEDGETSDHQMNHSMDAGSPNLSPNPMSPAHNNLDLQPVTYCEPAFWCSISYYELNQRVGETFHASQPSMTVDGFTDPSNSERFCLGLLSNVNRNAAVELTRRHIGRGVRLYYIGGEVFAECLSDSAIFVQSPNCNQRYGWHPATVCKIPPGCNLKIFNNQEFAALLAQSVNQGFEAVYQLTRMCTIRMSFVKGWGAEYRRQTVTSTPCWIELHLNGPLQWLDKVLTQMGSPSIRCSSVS
H69AR growth 86K: growth inhibitors of human H69AR lung tumor cells. H69AR lung tumor viability, ATP luminescence, 72 h; active compounds read low. viability, % at 10 µM. 85,000 tested, 6% active;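 active means viability at or below 40%; inactive means viability above 40%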;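 further: multidrug resistant small cell line overexpressing MRP-1 efflux transporter; 100% = mean luminescence of untreated control wells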
VCAM1 TNFa inh: reduces TNF alpha induced VCAM1 expression in HUVEC. HUVEC TNFa-induced VCAM-1 immunofluorescence, high-content imaging. inhibition, % at 2 µM. 95,000 tested, 0.48% active. AID 802;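 active means inhibition above the batch mean plus 3 SD, with images confirmed as a hit by eye, cut at about 37% in these data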;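 further: 0% = TNF-stimulated DMSO wells and 100% = unstimulated control wells; not every result past the cut was called active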
HUVEC prolif 384: blocks proliferation of human endothelial cells. 86,000 tested, 1.1% active. viability, % at 10 µM (by protocol). HUVEC proliferation, CellTiter-Glo luminescence, 72 h; active compounds read low;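 active means viability at or below 30%; inactive means viability above 30%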;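 further: 100% = median luminescence of DMSO-only cell control wells on each plate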
IL1B cytotox: HUVEC cytotoxicity counter-screen, IL-1B stimulated; HUVEC cell count loss, Hoechst imaging; AID 845; cell count reduction, % at 2 µM; 94,000 tested, 0.41% active;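 active means cell count reduction more than 3 SD above the screen-wide mean, cut at about 70% in these data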;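 further: normalized per plate to untreated control cells as the no-loss baseline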
Fibroblast inh: blocks proliferation of human lung fibroblasts; LL 47 human lung fibroblast viability, ATP luminescence; active compounds read low; viability, % at 10 µM; 85,000 tested, 1.1% active; AID 719;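 active means viability at or below 50% in the single dose screen; inactive means viability above 50%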;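 further: compound exposure lasted 72 h before the ATP readout; 100% = median luminescence of untreated cell-only wells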
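test system = LL 47 human lung fibroblasts | amount = 1,150 fibroblasts seeded per well | medium = 15% FBS in IMEM | times = overnight cell rest, 72 h compound treatment at 37 °C | measured by = CellTiter-Glo luminescence measuring cellular ATP | read-out = viability percentage against median untreated-cell control | benchmarks = cell-only wells, no compound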
TNFa cytotox: toxic to HUVEC cells under TNF alpha stimulation. 93,000 tested, 0.17% active. HUVEC TNFalpha-stimulated, Hoechst cell count, imaging. cell count reduction, % at 2 µM;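 active means cell count reduction exceeding the screen mean by over 5 SD, scaled to untreated wells per plate, cut at about 78% in these data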;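 further: cells counted after 24 h of TNF alpha exposure following the 1 h pretreatment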
Pyk2 oligo antag: antagonists of human Pyk2 oligomerization; 99,000 tested, 0.83% active; AID 1347419; z-score (the deposit names both 25 µM and 10 µM); Q293 cells, Pyk2 FERM NanoBiT luminescence; active compounds read low; Q14289;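 active means Z-score of -3 or lower, scaled per plate to the spread of control and sample wells; inactive means z-score above -3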;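 further: negative z-score means lost luminescence so less FERM oligomerization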
An asterisk follows results filed as active; . = not tested or not shown; [ ] = remark or other dose. Not all compounds are listed; count on the stated rates, not on these rows.

Start of the listing, in advance, 13 compounds:
SMILES	F-actin modifier	Smad3 inh	H69AR growth 86K	VCAM1 TNFa inh	HUVEC prolif 384	IL1B cytotox	Fibroblast inh	TNFa cytotox	Pyk2 oligo antag
COc1cc(NC(=O)C2CCCC2)c(OC)cc1Cl	-38	-9	92	-8	88	-6	98	-4	-0.03
Cc1cc(NC(=O)CSc2nc3ccccc3c(=O)n2CCCC(=O)NCc2ccco2)n[nH]1	8	10	75	6	100	-11	92	8	-0.05
Cc1ccc2nsnc2c1NC(=O)c1ccc(-c2cc(Cl)ccc2Cl)o1	17	.	.	33	.	7	.	-8	-1.1
COc1ccc(CN2CC(C(=O)NCc3cccc(OC)c3)CC2=O)cc1 (stereo not drawn)	17	1	93	-26	95	-27	100	-71	0.36
COc1ccc(CCNS(=O)(=O)c2cccc(C(=O)O)c2)cc1OC	-42	-4	100	7	86	-22	107	-25	-0.06
COc1ccccc1Nc1nc(=O)[nH]nc1C	.	-7	96	17	89	-1	97	-13	1.2
COc1ccc(NC(=O)C2CCCN(C)C2)cc1OCC(C)C (stereo not drawn)	-2	-9	91	21	100	-3	103	12	-0.39
CC1(N2CCCCC2)CC2(O)C(=[N+]1[O-])CCC/C2=N\O (stereo not drawn)	-13	2	96	-56	94	-20	104	-15	1
Cc1onc(-c2ccccc2)c1C(=O)Nc1ccc(OC(C)C)cc1	-11	.	.	-12	.	18	.	68	.
Cc1ccc(Oc2ccc3c(c2)C(=O)N(c2ccc(S(=O)(=O)Nc4nccs4)cc2)C3=O)cc1	-14	.	.	-12	.	-18	.	-32	-0.22
CC1CCCC(C)N1Cc1cn2ccccc2n1 (stereo not drawn)	-15	1	100	3	98	-35	113	0	0.27
Cc1ccc2cc(C#N)c(NCc3ccco3)nc2c1	-2	-2	93	0	94	-3	92	-42	-0.75
COc1ccc(OC)c2c1CCC2=O	-12	-10	89	15	99	-8	93	1	2.6

The list itself, from the start:
SMILES	F-actin modifier	Smad3 inh	H69AR growth 86K	VCAM1 TNFa inh	HUVEC prolif 384	IL1B cytotox	Fibroblast inh	TNFa cytotox	Pyk2 oligo antag
COc1cc(NC(=O)C2CCCC2)c(OC)cc1Cl	-38	-9	92	-8	88	-6	98	-4	-0.03
Cc1cc(NC(=O)CSc2nc3ccccc3c(=O)n2CCCC(=O)NCc2ccco2)n[nH]1	8	10	75	6	100	-11	92	8	-0.05
Cc1ccc2nsnc2c1NC(=O)c1ccc(-c2cc(Cl)ccc2Cl)o1	17	.	.	33	.	7	.	-8	-1.1
COc1ccc(CN2CC(C(=O)NCc3cccc(OC)c3)CC2=O)cc1 (stereo not drawn)	17	1	93	-26	95	-27	100	-71	0.36
COc1ccc(CCNS(=O)(=O)c2cccc(C(=O)O)c2)cc1OC	-42	-4	100	7	86	-22	107	-25	-0.06
COc1ccccc1Nc1nc(=O)[nH]nc1C	.	-7	96	17	89	-1	97	-13	1.2
COc1ccc(NC(=O)C2CCCN(C)C2)cc1OCC(C)C (stereo not drawn)	-2	-9	91	21	100	-3	103	12	-0.39
CC1(N2CCCCC2)CC2(O)C(=[N+]1[O-])CCC/C2=N\O (stereo not drawn)	-13	2	96	-56	94	-20	104	-15	1
Cc1onc(-c2ccccc2)c1C(=O)Nc1ccc(OC(C)C)cc1	-11	.	.	-12	.	18	.	68	.
Cc1ccc(Oc2ccc3c(c2)C(=O)N(c2ccc(S(=O)(=O)Nc4nccs4)cc2)C3=O)cc1	-14	.	.	-12	.	-18	.	-32	-0.22
CC1CCCC(C)N1Cc1cn2ccccc2n1 (stereo not drawn)	-15	1	100	3	98	-35	113	0	0.27
Cc1ccc2cc(C#N)c(NCc3ccco3)nc2c1	-2	-2	93	0	94	-3	92	-42	-0.75
COc1ccc(OC)c2c1CCC2=O	-12	-10	89	15	99	-8	93	1	2.6
Cc1cc(NC(=O)C2CCCN(S(=O)(=O)c3c(C)noc3C)C2)no1 (stereo not drawn)	5	1	81	-12	98	-13	96	-24	.
Cc1cc(C)c(C#N)c(SCC(=O)NC(C)(C)C)n1	-10	5	81	6	97	18	99	-35	.
Cc1ccc(C(=O)Nc2sc3c(c2C(=O)NCc2ccco2)CCCC3)cc1	17	-10[fluorescence artefact?]	11*	-2	44	-11	96	-2	-2.3
O=c1c2ccccc2[nH]c(=S)n1CCN1CCN(Cc2ccccc2)CC1	11	2	79	17	99	-31	.	-20	-0.01
Cc1ccccc1OCC(=O)N/N=C/c1cc2ccccc2nc1Cl	3	.	.	-13	.	1	.	3	-1.4
COc1cc(CNC(C)c2ccccc2)c(Br)cc1OCC(N)=O (stereo not drawn)	.	-7	89	3	91	-3	102	-43	-0.52
CCn1c(=O)cc(OCC(=O)Nc2ccccc2N2CCN(C)CC2)c2ccccc21	-16	1	77	8	81	9	97	13	.
COc1cc(C(=O)NCC(c2ccco2)N2CCCC2)ccc1OCc1c(C)noc1C (stereo not drawn)	.	11	65	.	108	.	91	.	0.42
COc1ccc(C(=O)C(CN2CCOCC2)c2ccccc2)cc1F (stereo not drawn)	16	3	1.9*	.	40	-5	15*	.	-0.89
O=C(COc1ccccc1)NCC1CCCO1 (stereo not drawn)	-5	-3	90	23	98	-18	99	-15	0.37
Cc1cc(C)n(CC2CC(=O)N(c3cc(Cl)cc(Cl)c3)C2=O)n1 (stereo not drawn)	.	0	91	.	91	.	100	.	.
CN(C)S(=O)(=O)c1cccc(C(=O)OCC(=O)Nc2ccccc2OC(F)F)c1	-11	13[fluorescence artefact?]	88	-16	97	-2	112	-21	1.1
O=C(C1=C(O)C(=O)N(CC2CCCO2)C1c1cccnc1)c1ccco1 (stereo not drawn)	8	5	92	9	99	-36	107	-10	0
O=S(=O)(Nc1ccc(S(=O)(=O)Nc2ccccc2)cc1)c1ccccc1	-18	-3	97	-3	111	-3	100	-4	0.65
Cc1noc(C(=O)NCc2ccc(F)cc2)c1Cl	-10	-2	90	24	98	-5	99	-17	.
COc1ccc(C(=O)c2nc3c(n2O)CCCC3)cc1OC	.	6	94	1	91	-3	101	-19	0.07
N#CC1=C2Nc3ccccc3N2C(=O)NC1(c1ccccc1)C(F)(F)F (stereo not drawn)	-20	.	.	-6	.	-9	.	-9	-3.1*
CC(C(=O)NC1CCCC1)N(Cc1ccco1)C(=O)c1snc(C(=O)NC2CCCC2)c1N (stereo not drawn)	-6	4	81	15	98	-11	105	-52	0.1
Cc1nc(SCC(=O)N2CC(=O)Nc3ccccc32)c2c(C)c(C)sc2n1	15	.	.	15	.	-17	.	-18	-0.66
CCOc1cc(N2CCOCC2)c(OCC)cc1NC(=O)Cc1ccc(OC)c(OC)c1	-3	-1	87	17	98	18	110	4	-0.15
O=C(Nc1nnc(-c2ccccc2)o1)Nc1ccccc1Cl	.	5	86	.	73	.	100	.	.
O=C(NNc1nc(-c2ccccc2)cs1)c1ccccc1	-22	.	.	0	.	33	.	-1	-0.42
COc1ccc(C(=O)NC(Nc2ccccc2)C(Cl)(Cl)Cl)cc1 (stereo not drawn)	6	.	.	-23	.	-18	.	6	-1.4
CC(=O)NC1CSCC1OC(C)=O (stereo not drawn)	.	8	100	.	102	10	103	.	0.34
COc1ccc(CNC(=O)CN(c2cc(C)cc(C)c2)S(=O)(=O)c2c(C)noc2C)cc1	1	0	80	-4	86	7	93	6	.
CC(C)(C)c1ccc(Cn2nnc3c(=O)[nH]c(C4CCCN(C(=O)Cc5cccs5)C4)nc32)cc1 (stereo not drawn)	-23	7	17*	15	77	-2	96	-52	-1.3
Cc1ccc(S(=O)(=O)N(C)c2ccc(N)cc2)cc1	17	18	100	-18	79	-3	97	-11	0.68
CCOC(=O)c1sc2nc(C(C)C)c3c(c2c1N)CC(C)(C)OC3	-11	-2	50	0	64	2	48*	2	-1.8
CCCCN=CC1=C(O)C(C(=O)OC)C(C)(C)CC1=O (stereo not drawn)	2	-3	99	3	95	0	99	-11	-0.93
CC1=C(C(=O)Nc2ccc(F)cc2)C(c2cccc(C)c2)n2nc(CCCO)nc2N1 (stereo not drawn)	.	-5	97	.	111	.	97	.	.
CCC(C)n1c(-c2cc(OC)c(OC)c(OC)c2)nc2nc3ccccc3nc21 (stereo not drawn)	-3	.	.	1	.	-34	.	6	.
Cc1ccc(NC(=O)CS(=O)CC(=O)NCCCc2ccccc2)cc1Cl (stereo not drawn)	-13	.	.	8	.	-13	.	-10	0.54
O=C(CCS(=O)(=O)c1cccs1)NC1CCCCCC1	-5	.	.	-76	.	16	.	31	0.35
Clc1ccc(-c2nnc(NC3=NCCCCC3)o2)cc1	25	-4	97	2	104	4	105	8	-0.27
O=C(CCC(=O)c1cccs1)Nc1nnc(C2CC2)s1	16	-23[fluorescence artefact?]	107	-6	110	-26	102	-23	0.25
ONC(=Nc1ccccc1)c1ccccc1Cl	-16	.	.	-3	.	-4	.	0	0.88
CC1(C)Cc2noc(N)c2C(C)(C)N1O	0	8	93	4	83	35	98	-26	0.63
COc1ccc(-c2cc3nc4n(c(=O)c3s2)CCC4)cc1	18	0	95	12	96	-6	97	-20	-0.15

3 compounds already listed, ordered by the number in Smad3 inh, largest number first.
| compound | F-actin modifier | Smad3 inh | VCAM1 TNFa inh | Pyk2 oligo antag |
| --- | --- | --- | --- | --- |
| CC1(C)Cc2noc(N)c2C(C)(C)N1O | 0 | 8 | 4 | 0.63 |
| CCCCN=CC1=C(O)C(C(=O)OC)C(C)(C)CC1=O (stereo not drawn) | 2 | -3 | 3 | -0.93 |
| CC1=C(C(=O)Nc2ccc(F)cc2)C(c2cccc(C)c2)n2nc(CCCO)nc2N1 (stereo not drawn) | . | -5 | . | . |
